BRCA1 expr act: BRCA1 expression activation; MCF7-BRCA1-FFLuc reporter, luminescence, 48 h; response scale: scaled: vehicle 0%, 10 µM genistein 100%; Potency, µM (highest dose often 46.1 µM), inactives show at the highest dose activation, usual class: activators; hit rate 1.1% among 380,000; AID 624202; note: potency is the fitted concentration of half-maximal effect; nearly all actives have a fitted effect of over 80% in size; some results filed as inactive show a strong effect at the top dose
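Activators of BRCA1 expression were detected as increased firefly luciferase luminescence in engineered MCF7 cells after 48 h compound incubation. Signals were scaled to genistein 10 microM as full activation.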
A-T KAP1 phos: potential ataxia-telangiectasia treatment. […] A-T fibroblasts, KAP-1 phosphorylation AlphaLISA; neocarzinostatin DNA damage 30 min before lysis. Potency, µM (series often up to 57.5 µM), without a hit: at the top dose activation, actives largely listed as activators. hit rate 0.19% among 320,000; note: potency is the fitted concentration of half-maximal effect; % of control where 0% means no effect; nearly all actives have a fitted effect of over 45% in size
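ATM-like activity read as KAP-1 phosphorylation via AlphaLISA donor/acceptor antibody pairs after lysis and 6 hr at 25C. Cells were ATM-null patient fibroblasts ([…], hTERT), dosed 60 min, then exposed to the DSB inducer NCS for 30 min.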
CXXC DNA block: inhibitors of human MLL CXXC domain-DNA interaction | Q03164 | MLL-CXXC / FITC-HOXA9 DNA fluorescence polarization | AID 2662 | Potency, µM (top dose mostly 115 µM), for inactives: top-dose activity change, negative = inhibition, usual class: inhibitors | hit rate 0.037% among 290,000; active = well fitted inhibition curve with a large enough effect in the polarisation, with a control signal flat, not every such curve was filed as active; inconclusive = small, poorly fitted or top-dose-only effect, or effect the other way, or a change in a side signal; inactive = no such curve, though single readings can be large or run the other way; the % refers to the polarisation; note: potency is the fitted concentration of half-maximal effect
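Steps: dispense CXXC domain solution (7 uM) → pin compounds or unlabeled HOX-A9 DNA control → 5 min ambient → add FLSN-HOX-A9 solution (50 nM) → spin → 30 min ambient → fluorescence polarization. Tris pH 7.5/NaCl/DTT/BSA buffer.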
TSG101-PTAP inh: blocks PTAP/TSG101 interaction to inhibit HIV-1 budding; Q99816; Fluorescence polarization, FITC-PTAP peptide / Tsg101 binding; Potency, µM (series often up to 115 µM), for inactives: at the highest dose activity change, negative = inhibition, hits mostly inhibitors; 340,000 tested, under 10 active; AID 493005; active = well fitted inhibition curve with a large enough effect in the main read-out, with a control signal flat, not every such curve was filed as active; inconclusive = small, poorly fitted or top-dose-only effect, or effect the other way, or a change in a side signal; inactive = no such curve, though single readings can be large or run the other way; note: potency is the fitted concentration of half-maximal effect; % of control where 0% means no effect
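FP read-out: FITC-PTAP peptide, 50 nM final, binding Tsg101 binding domain, 10 uM final; 20 min, r.t.; 10 mM HEPES pH 7.5, 0.15 M NaCl, 0.01% Tween 20, 3 mM EDTA, 0.1 mM TCEP.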
p53 reactivation: mutant p53 re-activation in reporter cells; H1299 p53-A138V BP100-luciferase reporter, luminescence, 24 h; Potency, µM (doses to about 92.2 µM), for the others: at the highest dose activity change, positive = activation, most hits filed as activators; hit rate 0.063% among 320,000; AID 504706; note: potency is the fitted concentration of half-maximal effect; % of control where 0% means no effect; nearly all actives have a fitted effect of over 45% in size
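p53-null H1299 cells stably carrying temperature-sensitive p53-A138V and a BP100-luciferase reporter were pinned with compounds (4-point, 1:5 series) and held 24 hrs at 37 deg C. Luminescence was read 10 min after detection reagent.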
Integrin act MD: activates integrin-mediated alleviation for muscular dystrophy. alpha7betagal myoblasts, beta-gal FDG fluorescence, 48 h. Potency, µM (titrated, usually from 38.3 µM), inactives show at the top dose activation, hits mostly activators. hit rate 0.064% among 350,000. AID 624291;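 note: potency is the fitted concentration of half-maximal effect; 100% = response of the positive control SU9516; nearly all actives have a fitted effect of over 60% in size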
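alpha7betagal+/- myoblasts (passage 13, 250/well) treated 48 h at 37C with compounds at 1:260 dilution of DMSO stock. Lysed, then beta-galactosidase activity read as FDG fluorescence (ex 480/em 540) after 30 min, with pre-read for autofluorescence.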
B2AR arrestin: recruits beta-arrestin to the human beta2-adrenergic receptor. P07550. beta-arrestin recruitment to beta2AR, cell-based reporter. Potency, µM (series often up to 46.1 µM), inactives show top-dose activation, hits mostly activators. hit rate 0.02% among 330,000;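 note: potency is the fitted concentration of half-maximal effect; 0% = DMSO controls and full agonism = EC100 isoproterenol or metaproterenol; nearly all actives have a fitted effect of over 65% in size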
ELG1 DNA repair: ELG1-dependent DNA repair inhibition. HEK293T ELG1-luciferase reporter, luminescence, 16 h; DNA damage induced by 5-fluorouridine. Potency, µM (titrated, usually from 46.1 µM), inactives show at the highest dose activity change, negative = inhibition, most hits filed as inhibitors. hit rate 2.3% among 330,000. AID 504467; note: potency is the fitted concentration of half-maximal effect; % is set by controls: 0 for no effect and ±100 for the full control effect; nearly all actives have a fitted effect of over 55% in size
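In this reporter screen, reduction of luminescence relative to DMSO vehicle indicated activity. Compounds and 5-fluorouridine were added together to 2,000 cells per well, incubated for 16 hr at 37 °C, then developed with ONE-Glo.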
TRPV1 ag: activates the human vanilloid receptor TRPV1; Q8NER1; TRPV1-expressing cells, Fluo-8 calcium influx, agonist mode; hit rate 0.19% among 320,000; activation, % at 8.33 µM; in the data active = activation above about 80%; inconclusive = between about 30% and that limit; note: 0% is about no effect
Target sequence (Q8NER1 whole entry, looked up): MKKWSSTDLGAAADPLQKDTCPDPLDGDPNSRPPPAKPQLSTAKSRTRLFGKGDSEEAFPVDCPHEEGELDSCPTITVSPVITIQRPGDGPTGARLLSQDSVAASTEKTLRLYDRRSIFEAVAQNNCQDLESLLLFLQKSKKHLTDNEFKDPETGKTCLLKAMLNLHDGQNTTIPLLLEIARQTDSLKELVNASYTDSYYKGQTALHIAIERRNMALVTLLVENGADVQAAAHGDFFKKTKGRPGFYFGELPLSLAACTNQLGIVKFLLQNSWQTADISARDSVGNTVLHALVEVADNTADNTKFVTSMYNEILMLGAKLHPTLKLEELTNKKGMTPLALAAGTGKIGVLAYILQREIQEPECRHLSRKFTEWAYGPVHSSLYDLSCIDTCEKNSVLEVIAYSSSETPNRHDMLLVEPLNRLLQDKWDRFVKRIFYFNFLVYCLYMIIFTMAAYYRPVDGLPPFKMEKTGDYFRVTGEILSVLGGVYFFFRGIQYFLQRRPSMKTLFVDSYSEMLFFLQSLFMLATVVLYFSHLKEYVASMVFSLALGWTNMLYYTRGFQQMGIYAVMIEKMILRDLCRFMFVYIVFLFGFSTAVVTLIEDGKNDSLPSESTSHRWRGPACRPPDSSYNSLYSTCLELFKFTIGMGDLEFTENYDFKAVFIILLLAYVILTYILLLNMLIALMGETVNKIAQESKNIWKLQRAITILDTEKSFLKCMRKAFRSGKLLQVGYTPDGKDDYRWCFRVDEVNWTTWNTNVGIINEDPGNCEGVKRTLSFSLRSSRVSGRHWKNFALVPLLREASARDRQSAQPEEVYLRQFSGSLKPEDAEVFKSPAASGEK
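Fluo-8 calcium influx in TRPV1-expressing cells, kinetic read (ex 480/em 520 nm). Compound added and read 3 min for agonist activity, followed by capsaicin at EC20 final and 2 min further read for enhancement.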
TCR activator: T cell receptor activation | 330,000 tested, under 10 active | AID 504894 | Potency, µM (top dose mostly 9.22 µM), without a hit: at the highest dose activation of IL-2 secretion, usual class: activators | primary human leukocytes, anti-CD3, IL-2 HTRF, 48 h; note: % of control where 0% means no effect
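IL-2 release read by HTRF sandwich (Eu cryptate donor, d2 acceptor, 665 nm emission) after 48 hr exposure of primary human leukocytes to compound together with anti-CD3 beads in the absence of co-stimulatory signals.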
* marks the source's active call; other numbers are inactive results; ? = inconclusive; / = not tested or not shown; [ ] = another dose, or the depositor's remark. Unless noted, calls come from the whole dose curve; as a rule, active = well fitted curve in the direction sought with a large enough effect; inconclusive = small, poorly fitted or top-dose-only effect, or another doubt; inactive = no such curve, though single readings can be large; an effect the other way counts as inactive or inconclusive.

Structure	BRCA1 expr act	A-T KAP1 phos	CXXC DNA block	TSG101-PTAP inh	p53 reactivation	Integrin act MD	B2AR arrestin	ELG1 DNA repair	TRPV1 ag	TCR activator
CC(=O)/C(N=Nc1cccc(C(F)(F)F)c1)=C(\C)O	5%	?	3%	1%	-1%	6%	0.0%	13%	?	6%
CCOc1cc(C2CC(=O)NC3=C2C(=O)C(C(=O)OC)C(C)C3)cc(Cl)c1O (configuration not stated)	-10%	-15%	-3%	-4%	-3%	0%	3.6%	-7%	3	6%
CCc1ccc(NC(=O)CCc2nc3sc4c(c3c(=O)[nH]2)CCCC4)cc1	-18%	1%	/	-1%	14%	-21%	0.0%	10%	1	/
Cn1c(NC(=O)Cc2ccc(F)cc2)cc(=O)n(C)c1=O	-1%	?	2%	3%	9%	-2%	-0.1%	12%	3	11%
Cc1ccc(CNC(=O)Cn2c(=O)oc3ccccc32)o1	7%	-4%	-14%	-2%	2%	2%	-0.4%	2%	-4	4%
COc1ccc(C(C)(C)C)cc1NC(=O)C1CCCO1 (configuration not stated)	13%	7%	14%	-3%	-11%	-16%	0.0%	1%	12	3%
O=C(CN1CCN(Cc2ccccc2Cl)C1=O)NCc1cccnc1	-17%	-11%	4%	-2%	1%	19%	-0.2%	0%	2	1%
CCC(C)(C)n1nnnc1CN1CCc2ccccc21	-8%	3%	1%	-2%	0%	5%	0.0%	2%	0	1%
COc1cccc(NC(=O)Cn2nnc(C(=O)NCCc3ccccc3)c2N)c1	5%	-3%	8%	-4%	10%	18%	-0.3%	6%	6	8%
O=C(O)c1nn(CCOc2cccc(Br)c2)c(=O)c2ccccc12	-22%	4%	1%	-4%	0%	-22%	0.1%	-3%	-2	4%
COc1ccc(CCC(=O)Nc2cccc(S(=O)(=O)N3CCCCCC3)c2)cc1	-58%	13%	/	-1%	5%	-60%[inhibitor]	-0.1%	-16%	0	1%
Cc1nc(NC(=O)c2cccs2)ccc1Br	44%	4%	24%	2%	1%	11%	-0.7%	?	?	5%
CNc1nc2c(c(=O)n(C)c(=O)n2C)n1Cc1ccccc1	-72%	-4%	-4%	-9%	5%	-57%[inhibitor]	0.4%	-2%	-2	2%
Cn1c(N)c(C(=O)COC(=O)C2=COCCO2)c(=O)n(C)c1=O	6%	/	2%	-1%	1%	15%	-0.1%	2%	-1	-2%
CCC(=O)N1CCN(c2ccc(NC(=O)c3ccc(C#N)cc3F)cc2Cl)CC1	-25%	0%	34%[activator]	-2%	-4%	-5%	-0.2%	?	-3	-5%

Carrying on.
Structure	BRCA1 expr act	A-T KAP1 phos	CXXC DNA block	TSG101-PTAP inh	p53 reactivation	Integrin act MD	B2AR arrestin	ELG1 DNA repair	TRPV1 ag	TCR activator
O=C(Cc1ccc(F)cc1)N1CCC(CC2CC(c3cccc(Br)c3)=NO2)(C(=O)NCC2CCCCC2)CC1 (configuration not stated)	-24%	-23%	0%	-11%	-2%	-8%	-0.9%	?	-1	-4%
Cc1ccc(C2CC(=O)NC(SCC(N)=O)=C2C#N)s1 (configuration not stated)	-7%	0%	2%	-3%	0%	?	-0.3%	4%	-1	7%
N#Cc1c(-c2ccc(C(F)(F)F)cc2)cc(-c2ccccc2)[nH]c1=S	-24%	-16%	3%	2%	2%	6%	-0.3%	-1%	1	5%[46.1 µM]
O=C(OCc1cc2ccccc2[nH]c1=O)c1ccc([N+](=O)[O-])cc1	-1%	-11%	0%	-4%	0%	-21%	-0.7%	-2%	-1	7%
CN(C)CCCN(C(=O)CCOc1ccccc1)c1nc2ccc(F)cc2s1	-86%	-9%	7%	-11%	-11%	-59%[inhibitor]	0.0%	-13%	-1	-10%
COc1ccccc1NC(=O)COC(=O)c1c(C)nn(-c2ccccc2)c1C	93%	6%	/	1%	?	33%	0.3%	13%	9	6%
O=C(CCC(=O)c1cccs1)NC(c1ccccc1)c1ccccc1	-11%	-1%	3%	-8%	0%	-24%	-0.3%	2%	3	3%
COc1ccc(N=Cc2cc3c(cc2O)OC(N)=C(C#N)C3c2ccccc2)cc1 (configuration not stated)	-75%	8%	?	?	28%	-6%	5.6%	?	-5	-8%[46.1 µM]
O=C(CC(NC(=O)OCc1ccccc1)C(=O)O)OCc1ccccc1 (configuration not stated)	-17%	4%	9%	1%	3%	-4%	-1.0%	1%	-2	-10%
Cc1cccc(-n2cc(-c3ccccc3)c3c(NN4CCOCC4)ncnc32)c1	-20%	3%	-1%	-3%	-12%	7%	0.0%	?	26	5%[46.1 µM]
CCC(C)(C)NC(=O)C(c1ccccc1)N(C(=O)c1csnn1)C1CC1 (configuration not stated)	0%	0%	-7%	-9%	20%	-8%	0.1%	4%	0	3%[46.1 µM]
CC1Oc2ccccc2N(CC(=O)N(Cc2ccccc2)Cc2ccccn2)C1=O (configuration not stated)	-34%	2%	-2%	-8%	-5%	-18%	-0.4%	0%	?	-2%
CCCn1c(/C=N/Nc2nc3ccccc3[nH]2)nc2ccccc21	-60%	4%	44%[activator]	2%	?	-46%[inhibitor]	-0.6%	?	3	0%[46.1 µM]
CN1CCc2c(sc(N)c2C(=O)O)C1	8%	-15%	1%	-4%	0%	8%	0.4%	1%	3	0%
CC(C)CN(C(=O)CCc1ccccc1)c1c(N)n(CC(C)C)c(=O)[nH]c1=O	-3%	-3%	9%	-10%	-7%	9%	-0.2%	25%	-1	-1%[46.1 µM]

No new results follow: an excerpt of the list.
Structure	BRCA1 expr act	A-T KAP1 phos	CXXC DNA block	TSG101-PTAP inh	p53 reactivation	Integrin act MD	B2AR arrestin	ELG1 DNA repair	TRPV1 ag	TCR activator
O=C(CC(NC(=O)OCc1ccccc1)C(=O)O)OCc1ccccc1 (configuration not stated)	-17%	4%	9%	1%	3%	-4%	-1.0%	1%	-2	-10%
Cc1cccc(-n2cc(-c3ccccc3)c3c(NN4CCOCC4)ncnc32)c1	-20%	3%	-1%	-3%	-12%	7%	0.0%	?	26	5%[46.1 µM]
CCC(C)(C)NC(=O)C(c1ccccc1)N(C(=O)c1csnn1)C1CC1 (configuration not stated)	0%	0%	-7%	-9%	20%	-8%	0.1%	4%	0	3%[46.1 µM]
CC1Oc2ccccc2N(CC(=O)N(Cc2ccccc2)Cc2ccccn2)C1=O (configuration not stated)	-34%	2%	-2%	-8%	-5%	-18%	-0.4%	0%	?	-2%
CCCn1c(/C=N/Nc2nc3ccccc3[nH]2)nc2ccccc21	-60%	4%	44%[activator]	2%	?	-46%[inhibitor]	-0.6%	?	3	0%[46.1 µM]
CN1CCc2c(sc(N)c2C(=O)O)C1	8%	-15%	1%	-4%	0%	8%	0.4%	1%	3	0%
CC(C)CN(C(=O)CCc1ccccc1)c1c(N)n(CC(C)C)c(=O)[nH]c1=O	-3%	-3%	9%	-10%	-7%	9%	-0.2%	25%	-1	-1%[46.1 µM]

The listing continues:
Structure	BRCA1 expr act	A-T KAP1 phos	CXXC DNA block	TSG101-PTAP inh	p53 reactivation	Integrin act MD	B2AR arrestin	ELG1 DNA repair	TRPV1 ag	TCR activator
COc1ccc(N(C)S(=O)(=O)c2cccc(C(=O)NCC(c3ccco3)N3CCCC3)c2)cc1 (configuration not stated)	-13%	4%	/	0%	4%	-20%	0.4%	-3%	1	-2%
CCC(C)[C@H](NC(=O)Nc1cccc(Br)c1)C(=O)OC (some centres not stated)	-1%	5%	6%	-1%	2%	-5%	-0.7%	?	17	-2%[46.1 µM]
Cc1ccc(OCCNC(=O)CCNS(=O)(=O)c2ccc(Br)cc2)cc1	-26%	6%	/	-1%	-1%	-11%	-0.6%	-17%	-5	2%
COCCN1Cc2cccc(C(=O)NCc3ccc4c(c3)OCO4)c2C1=O	25%	10%	2%	-1%	6%	19%	-0.1%	4%	4	-1%
Cc1ccnc(NS(=O)(=O)c2ccc(NC(=O)c3cncc(Br)c3)cc2)n1	-13%	-3%	2%	1%	0%	-11%	-0.5%	1%	-4	6%[46.1 µM]
COc1ccc(C(=O)Nc2cc3c4c(c2)C(C)C(=O)N4CCC3)c(OC)c1 (configuration not stated)	7%	-1%	/	-1%	3%	-9%	-0.6%	?	-1	-4%
O=C(O)CSc1ncnc2scc(-c3ccc(Br)cc3)c12	-17%	11%	67%[activator]	-1%	-5%	4%	0.0%	-10%	-4	-2%
CC(C)c1ccc(OCC(=O)Nc2ccc(OC(F)(F)F)cc2)cc1	-17%	-3%	3%	-3%	29%	41%	-0.6%	11%	2	3%[46.1 µM]
CN1C(=O)C2(C(C#N)=C(N)Oc3n[nH]c(-c4ccc(Cl)cc4)c32)c2ccccc21 (configuration not stated)	-25%	3%	6%	-1%	-11%	-7%	3.5%	-3%	1	-1%
Cn1cccc1-c1nc2ccc(NC(=O)c3ccco3)cc2[nH]1	9%	-1%	4%	-1%	0%	?	0.2%	?	7	4%

Screening results (PubChem)
